Screening data (PubChem BioAssay)
Pf apPOL inh – Pf-apPOL DNA polymerase inhibition; inhibition, % at 10 µM; actives 0.25% (n = 210,000); Recombinant Pf-apPOL, molecular beacon fluorescence, 1.5 h
mHTT-CaM PPI inh – mHTT-calmodulin interaction abrogation | actives 3.6% (n = 190,000) | AlphaScreen His-mHTT/GST-CaM binding, luminescence | inhibition, % at 15 µM | P42858;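 further: 0% = both proteins with DMSO and 100% = one protein alone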
Active calls of the source: *; i = inactive; · = no result given; & = joins results of further samples. No stated cut-off is given here; in the data, active means inhibition above about 50%; inactive means the rest.

Every second line gives: mHTT-CaM PPI inh | Pf apPOL inh
> O=C(NCc1cccc(F)c1)c1cn2ccncc2n1
 : -1.4 | 2.0
> CCOC(=O)c1ccc(N2CCOCC2)c(NC(=S)Nc2cccc(SC)c2)c1
 : · | -4.3
> COc1ccc(/C=C2/C(=N)N3C(SC)=NSC3=NC2=O)cc1Br
 : 3.0 | -3.4
> CN(C)C(=O)c1ccc(-c2noc(C3CCC3)n2)cc1
 : 0.0 | -6.3
> CCOC(=O)c1c(N)nc(SC)n1Cc1ccco1
 : · | -2.5
> COc1ccc(NC(=O)C2CC(c3ccc(OC)c(OC)c3)=NO2)cc1OC (configuration not stated)
 : 29.8 | -4.3
> CN(C)CCN1CCN(C2CN(Cc3cn(Cc4ccc(F)cc4)nn3)S(=O)(=O)C2)CC1 (configuration not stated)
 : 3.9 | 0.3
> COc1ccc(OC)c(NC(=O)COc2cc(C(C)(C)C)nn2-c2nc(C)cc(C)n2)c1
 : 0.9 | -3.0
> COc1ccc(Nc2cc(-n3cccn3)ncn2)cc1
 : -2.6 | -1.3
> COc1ccc(C)cc1NC(=O)CN1C(=O)NC2(CCC(C)CC2)C1=O (configuration not stated)
 : 2.5 | -7.4
> CCCCCCN1CCS(=O)(=O)N(Cc2ccccc2)C(C(=O)OC)C1 (configuration not stated)
 : -17.0 | -4.0
> O=C(NCCc1csc2nc(-c3cccs3)nn12)c1ccno1
 : -13.0 | -7.5
> COc1ccc(OC)c(C2=NOC(C(=O)N(C)C3CCCCC3)C2)c1 (configuration not stated)
 : 6.1 | -3.6
> Cc1cc(Cl)ccc1OCC(=O)Nc1ccc([N+](=O)[O-])cc1
 : -0.8 | -4.0
> Cc1ccc(C)n1-n1c(C)nc2scc(-c3cccs3)c2c1=O
 : 14.4 | -1.6
> COc1ccc(CC(=O)N2CCc3cn(C)c4cccc(c34)C2)cc1
 : 57.2* | -1.5
> CCc1ccc(NC(=O)CN2C(=O)NC3(CCCCC3)C2=O)cc1
 : 1.4 | -6.2
> O=C(Nc1ccc(F)cc1Cl)C1CCN(c2ncnc3c2nc2n3CCCCC2)CC1
 : 21.2 | 2.5
> COc1ccc(CNC(=O)C2CCN(c3nccc4sccc34)CC2)cc1
 : 11.2 | -0.5
> COc1ccc(Cl)cc1S(=O)(=O)N1CCN(CC(=O)Nc2ccc3c(c2)OCO3)CC1
 : 29.0 | 1.2
> Cc1cc(=O)cc(C)n1-c1ccc(Cl)cc1
 : -7.0 | -8.2
> Cc1c(CN2CCOCC2)c(O)n(CCO)c(=O)c1C#N
 : 4.0 | -1.3
> CCCN1CCN(C(=O)c2cn(-c3ccc(C)c(C)c3)c(=O)c3ccccc23)CC1
 : 0.0 | -5.1
> COCCNC(=O)C12CC3CC(C1)CC(C(=O)NCCOC)(C3)C2
 : -7.2 | -15.2
> COc1ccc(CC2CCN(S(=O)(=O)c3cc(F)ccc3C)CC2)cc1
 : -54.7 | -2.2
> Cn1c(/C(C#N)=C/c2ccncc2)nc2ccccc21
 : 8.0 | 1.5
> COCC(O)CSCc1ccccc1 (configuration not stated)
 : -18.2 | -3.8
> COc1ccc(NC(=O)N2CCCC2c2nc(-c3ccccc3OC)no2)c(C)c1 (configuration not stated)
 : 6.8 | 0.4
> Cc1cccc(C)c1NC(=O)CN1CCC(c2nc(-c3cccc(F)c3)no2)CC1
 : 15.2 | -2.8
> O=C(NC12CC3CC(CC(C3)C1)C2)c1ccccc1C(=O)NC12CC3CC(CC(C3)C1)C2
 : -4.4 | 5.8

Whole records, quoted from the list.
Listed for `Cc1ccc(C)n1-n1c(C)nc2scc(-c3cccs3)c2c1=O` : mHTT-CaM PPI inh: 14.4; Pf apPOL inh: -1.6
Listed for `COc1ccc(OC)c(C2=NOC(C(=O)N(C)C3CCCCC3)C2)c1` (configuration not stated) : mHTT-CaM PPI inh: 6.1; Pf apPOL inh: -3.6

Back to the main list; the four compounds before the break are reprinted first.
Every second line gives: mHTT-CaM PPI inh | Pf apPOL inh
> COCC(O)CSCc1ccccc1 (configuration not stated)
 : -18.2 | -3.8
> COc1ccc(NC(=O)N2CCCC2c2nc(-c3ccccc3OC)no2)c(C)c1 (configuration not stated)
 : 6.8 | 0.4
> Cc1cccc(C)c1NC(=O)CN1CCC(c2nc(-c3cccc(F)c3)no2)CC1
 : 15.2 | -2.8
> O=C(NC12CC3CC(CC(C3)C1)C2)c1ccccc1C(=O)NC12CC3CC(CC(C3)C1)C2
 : -4.4 | 5.8
> CC(Cn1nc(-c2cccs2)ccc1=O)C(=O)Nc1nc2ccccc2[nH]1 (configuration not stated)
 : 12.3 | -10.0
> Cc1ccccc1C=C1Oc2c(ccc(O)c2CN(C)C)C1=O
 : 0.7 | -13.1
> O=C(NCc1ccccc1Cl)c1cn2c(n1)COCC2
 : 5.0 | -5.3
> CCOC(=O)C1=C(C)NC(C)=C(C(=O)OCC)C1c1c(F)c(F)c(F)c(F)c1F
 : · | 7.1
> CC1(C)CC(=O)C2=C(C1)N=C1c3ccccc3C(=O)C1C2c1ccc(Br)cc1 (configuration not stated)
 : 65.0* | -1.8
> Clc1ccc(C2CC(c3ccccc3)Nc3nnnn32)cc1 (configuration not stated)
 : 26.0 | -1.0
> O=C1CCC(=O)N1c1ccc(CSc2nnnn2C2CCCCC2)cc1
 : 2.5 | -6.5
> COC(=O)c1ccccc1NC(=O)c1cn(CC(O)c2ccccc2OC)nn1 (configuration not stated)
 : -8.7 | -3.8
> C=CCC(NCc1ccccc1)c1ccc(C)o1 (configuration not stated)
 : · | 5.0&2.8
> O=C(NCCSc1ccccc1)c1cncc(Br)c1
 : -5.9 | -8.0
> CCC(=O)NCc1csc(C2CCCN(S(=O)(=O)c3ccc(F)cc3)C2)n1 (configuration not stated)
 : 1.9 | -2.2
> COc1ccc(OC)c(CNC(=O)C2c3ccccc3CCN2C(=O)C2CC2)c1 (configuration not stated)
 : 15.4 | -0.7
> Cc1ccc(C)c(-c2noc(-c3c(O)c4ccccc4n(C)c3=O)n2)c1
 : -4.4 | -7.3
> Cc1ccc(CNc2cccnc2)cc1
 : · | -21.4
> COc1ccc(-c2nc3c(c(=O)[nH]2)CCN(C(=O)Nc2cccc(C#N)c2)C3)cc1
 : 1.2 | 3.5
> CN(C(=O)CSc1ccc(C(F)(F)F)cn1)c1c2c(nn1C)CCCC2
 : · | -6.4&1.3
> Cc1ccc(CNC(=O)c2ccc3ncnc(N4CCCCC4)c3c2)o1
 : 27.7 | 1.9
> O=C(NC1CCCCC1)C1CC=CCC1C(=O)OCC(Cl)=C(Cl)Cl (configuration not stated)
 : 0.8 | ·
> Cc1sc2ncnc(N3CCN(c4ccccn4)CC3)c2c1-c1ccc(F)cc1
 : 0.3 | -9.4
> O=C1Nc2ccccc2S/C1=C/C(=O)N1CCC2(CC1)OCCO2
 : 1.0 | -2.3
> COc1cccc(-c2nc(=S)c3c(o2)CCCC3)c1
 : 3.8 | -60.3
> Cc1ccc(NC(=O)C2CCN(c3cccc(C)c3C)C2=O)cc1 (configuration not stated)
 : -4.8 | -3.8
> FC(F)(F)c1cc(-c2ccccc2)nc(N2CCCCC2)n1
 : -200.0 | -3.5
> COc1cc(C(C)=O)ccc1OC(=O)c1cc2cccc(OC)c2oc1=O
 : -10.1 | -3.6
> CCC(=O)Nc1cccc(-c2noc(C3CCCN(C(=O)c4ccc(C)c(C)c4)C3)n2)c1 (configuration not stated)
 : -3.1 | -2.9
> Cc1ccc(-n2cc(/C=C(\C#N)c3nc4ccccc4[nH]3)cn2)cc1C
 : 6.0 | 2.0
> COc1ccc(NC(=O)C(=O)NCC(C)C)c(OC)c1
 : -1.8 | -1.1
> O=C(COc1ccc(Cl)cc1Cl)Nc1ccc(F)cc1
 : -10.5 | -0.9
> Cc1nnsc1C(=O)N1CCN(C(c2ccc(F)cc2)c2ccc(F)cc2)CC1
 : 6.3 | -2.5
> CN(C)c1ccc(/C=C(\C#N)c2ccc([N+](=O)[O-])cc2)cc1Br
 : 11.2 | -5.5

Taken from the entries so far (2 entries):
Every second line gives: mHTT-CaM PPI inh | Pf apPOL inh
> O=C(COc1ccc(Cl)cc1Cl)Nc1ccc(F)cc1
 : -10.5 | -0.9
> Cc1nnsc1C(=O)N1CCN(C(c2ccc(F)cc2)c2ccc(F)cc2)CC1
 : 6.3 | -2.5

Carrying on.
Every second line gives: mHTT-CaM PPI inh | Pf apPOL inh
> CCc1cccc(NC(=O)Cc2ccc([N+](=O)[O-])cc2)c1
 : 0.3 | -5.1
> O=C(Nc1ccc(S(=O)(=O)N2CCCCC2c2cccnc2)cc1)C1CCCCC1 (configuration not stated)
 : -1.0 | -1.5
> O=C(NC(Cc1c[nH]c2ccccc12)C(=O)O)c1ccccc1 (configuration not stated)
 : -4.1 | -6.8
> COc1ccc(C2SCCN2S(=O)(=O)c2ccc(OC)cc2)cc1 (configuration not stated)
 : -5.0 | -1.7
> CC1=C(C(=O)Nc2ccccc2)C(c2ccc([N+](=O)[O-])cc2)n2nnnc2N1 (configuration not stated)
 : 0.0 | -5.9
> COc1ccc(NS(=O)(=O)c2ccc(F)cc2)cc1OC
 : 5.4 | 1.6
> Cc1noc(C)c1S(=O)(=O)N1CCC(CC(=O)NCc2ccc(F)cc2)CC1
 : -1.3 | 1.0
> COc1cc(C(=O)NCCCc2nc3ccccc3[nH]2)cc(OC)c1OC
 : -6.2 | -1.5
> COc1ccc(C2/C=C\CN(CC(C)C)[C@@H](Cc3ccccc3)C(=O)N2Cc2ccc(F)cc2)cc1 (some centres not stated)
 : -3.7 | -3.3
> O=[N+]([O-])c1cc(CN2CCOCC2)c(O)c2ncccc12
 : 100.0* | -45.6
> Cc1nnc2cc(N3CCN(Cc4ccc(C(F)(F)F)cc4)CC3)cnn12
 : 67.0* | 4.5
> COc1cc(/C=C(\C#N)c2nc3ccccc3[nH]2)cc(Br)c1O
 : 1.0 | 8.3
> O=C(c1ccc2c(c1)OCO2)N1CCN(Cc2nc(C3CC3)cs2)CC1
 : -16.4 | -10.1
> Cc1csc(COc2ccc(C(=O)Nc3ccc4cn[nH]c4c3)cc2)n1
 : -2.3 | -0.3
> COc1ccc(-n2nc3c(c2NC(=O)c2cccc([N+](=O)[O-])c2)CSC3)cc1
 : -2.0 | 3.4
> CCOc1ccc2c(c1)C(N(CCN1CCOCC1)C(=O)Nc1ccccc1)CC(C)(C)O2 (configuration not stated)
 : 49.0 | -22.5
> CCCCOc1ccc(NC(=O)c2cccc([N+](=O)[O-])c2C)cc1
 : 4.8 | 1.3
> CN(C)S(=O)(=O)NCCc1ccccc1
 : -0.5 | -8.8
> CN1CCN(C(=O)/C(=C/c2cccnc2)NC(=O)c2ccco2)CC1
 : 0.6 | -0.8
> CN(Cc1ccccc1)S(=O)(=O)c1ccc(F)c(C(=O)Nc2cc(Cl)ccc2Cl)c1
 : -1.0 | -3.0
> CC(C)c1ccc(CNCCCN(C)C)cc1
 : -2.2 | -8.0
> CCCCC(=O)Nc1cc(OC)c(Cl)cc1OC
 : -5.2 | -1.4
> COc1ccc(NC(=O)Cc2nnc(NC(=O)Nc3ccc(Cl)cc3Cl)s2)cc1
 : -1.6 | -3.9
> COc1ccc(N(CC(=O)Nc2ccccc2C(=O)NC(C)C)S(C)(=O)=O)cc1
 : 0.5 | -0.2
> CN(C)c1ccc(/C=N/OC(=O)Nc2ccccc2)cc1
 : i | -3.5
> CC(C)(C)OC(=O)COc1ccc2c(c1)OC(=Cc1ccc3c(c1)OCO3)C2=O
 : -9.2 | 1.8
> CC(Sc1ccc(Cl)cc1)C(=O)Nc1ccccc1Br (configuration not stated)
 : -36.5 | -3.8
> CCS(=O)(=O)Nc1ccc(Br)cn1
 : -7.0 | ·
> CCCOc1ccc(-c2nc(OCC)c3ccccc3n2)cc1
 : -13.0 | -5.0
> O=C(/C=C/N1CCOCC1)c1cccs1
 : -7.0 | ·

Every second line gives: mHTT-CaM PPI inh | Pf apPOL inh
> CN(CCO)c1ccc2c(c1)Oc1ccccc1CN(Cc1cn(Cc3ccc(C(F)(F)F)cc3)nn1)S2(=O)=O
 : -4.7 | -5.7
> C=CCn1c(SCC(=O)Nc2cccc([N+](=O)[O-])c2)nc2sc(C)cc2c1=O
 : -5.6 | -8.9
> Cc1ncn(C23CC4CC(CC(C4)C2)C3)n1
 : 1.2 | -7.0
> Cc1cccc(-n2nc3c(c2NC(=O)c2cc4ccccc4oc2=O)CSC3)c1C
 : 19.0 | -0.1
> CC(=O)c1cccc(NC(=O)C2CCN(S(=O)(=O)c3ccc(Cl)cc3)CC2)c1
 : -4.5 | -2.7
> CCc1cccc(C)c1NC(=O)CCC(=O)O
 : 2.0 | -6.4

Arranged by SMILES length (highest first): part of the list above.
Every second line gives: mHTT-CaM PPI inh | Pf apPOL inh
> C=CCn1c(SCC(=O)Nc2cccc([N+](=O)[O-])c2)nc2sc(C)cc2c1=O
 : -5.6 | -8.9
> CC(=O)c1cccc(NC(=O)C2CCN(S(=O)(=O)c3ccc(Cl)cc3)CC2)c1
 : -4.5 | -2.7
> CCc1cccc(C)c1NC(=O)CCC(=O)O
 : 2.0 | -6.4
